# Bioassay records: PubChem, National Center for Advancing Translational Sciences (NCATS)
# DRD3 agonist – activates the human D3 dopamine receptor; max activation, %; 410,000 tested, 0.58% active; D3R DiscoveRx beta-arrestin cells, luminescence, 90 min; in the data active means max activation above about 30%; further: 0% is about no effect; mostly tested at two doses, the higher about 12 µM
# Target sequence (P35462 whole entry, looked up): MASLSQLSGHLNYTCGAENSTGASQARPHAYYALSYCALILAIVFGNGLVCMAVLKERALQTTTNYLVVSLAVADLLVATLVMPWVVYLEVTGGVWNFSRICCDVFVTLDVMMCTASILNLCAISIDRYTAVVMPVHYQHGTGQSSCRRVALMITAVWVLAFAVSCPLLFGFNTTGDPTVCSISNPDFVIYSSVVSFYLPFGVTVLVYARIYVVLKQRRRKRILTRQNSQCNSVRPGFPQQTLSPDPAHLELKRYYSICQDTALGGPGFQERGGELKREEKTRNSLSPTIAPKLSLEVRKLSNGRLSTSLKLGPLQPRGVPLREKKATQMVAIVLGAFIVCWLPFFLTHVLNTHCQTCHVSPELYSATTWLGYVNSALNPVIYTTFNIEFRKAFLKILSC
#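 Agonist mode: compounds and dopamine controls were applied to plated cells for 90 min at 37 degrees C after an overnight attachment at 1500 cells/well. Luminescent read-out followed 30 - 60 minutes at room temperature with DiscoveRx detection reagent.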
# SW480 rerep – induces DNA re-replication in SW480 colon adenocarcinoma cells; SW480 DNA re-replication, Hoechst DNA content imaging, 48 h; Potency, µM (top dose mostly 46.1 µM), for the others: at the top dose re-replication activation, usual class: activators; 340,000 tested, 1.8% active; further: potency means the concentration at half of the fitted maximal effect; % of control where 0% means no effect; nearly all actives have a fitted effect of over 55% in size
#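 250 cells/well; 23 nL cpd via pin tool; 48 hr, 37 C, 5% CO2; Hoechst 40 min; imager read of total nuclear intensity, ex 405/em 500-530 nm.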
# IL1B secr inh – inhibitors of inflammasome signaling (IL-1 beta secretion); THP-1 LPS/ATP IL-1B secretion, AlphaLISA, 16 h; active compounds read low; activity change, % at 57.5 µM; 360,000 tested, 4.7% active; in the data active means activity change below about -50%; inconclusive means mostly about -30% to -49%; further: on the % scale 0 is the no-effect control and ±100 the full control effect
#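 THP-1 cells pretreated 1 hr with compounds (up to 57.5 uM final), then stimulated with LPS (250 ng/mL final) plus ATP (1.25 mM final); secreted IL-1B measured by AlphaLISA after 16 hr, decreased signal indicating inhibition.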
# KB-V1 cytotox – KB-V1 MDR subline cytotoxicity. Potency, µM (top dose mostly 46.1 µM), for inactives: at the highest dose activity change, negative = cytotoxicity, most hits filed as cytotoxic. 400,000 tested, 3.4% active. KB-V1 MDR cells viability, CellTiter-Glo, 72 h. AID 1347076; further: potency means the concentration at half of the fitted maximal effect; on the % scale 0 is the no-effect control and ±100 the full control effect; nearly all actives have a fitted effect of over 60% in size
#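 Following 72 h at 37 degrees C with compound, KB-V1 cell viability was read by CellTiter-Glo luminescence, medium being phenol-red-free DMEM plus 10% FBS; concentration-response parameters came from normalized, curve-fitted qHTS data.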
# HT1080-NT tox – kills 2HG-producing HT-1080-NT fibrosarcoma cells | HT-1080-NT fibrosarcoma viability, CellTiter-Glo ATP luminescence, 48 h | Potency, µM (highest dose often 46.1 µM), for the others: at the top dose activity, negative = less viability, most hits filed as cytotoxic | 360,000 tested, 1.6% active | AID 686970;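 further: NT is the 2HG producing partner of a matched IDH1 knockdown line; potency means the concentration at half of the fitted maximal effect; 0% = DMSO-treated cells and -100% = media-only wells without cells; nearly all actives have a fitted effect of over 55% in size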
#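 HT-1080-NT; 750 cells/well; 5% FBS RPMI; 48 h compound, 37 degrees C; CellTiter-Glo luminescence; curve fitting and curve-class assignment.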
# DRD3 antagonist – D3 dopamine receptor (human) antagonism; P35462; D3R cells, DiscoveRx beta-arrestin luminescence, antagonist mode; active compounds read low; max response, negative = inhibition, %; 360,000 tested, 2.5% active; in the data active means max response below about -50%; inconclusive means no clear call, values can overlap the other calls; further: on the % scale 0 is the no-effect control and ±100 the full control effect; mostly tested at two doses, the higher about 12 µM
#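 Cells expressing the human receptor were seeded at 1500 cells/well, incubated overnight at 37 degrees C in 5% CO2, then exposed to library compounds with dopamine controls for 90 minutes at 37 degrees C before luminescent detection.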
# HT1080 IDH1KD tx – HT-1080 IDH1 knockdown cell toxicity (counter line). AID 686971. 360,000 tested, 2% active. Potency, µM (doses to about 46.1 µM), for inactives: at the top dose activity, negative = toxicity, usual class: cytotoxic. HT-1080 IDH1 knockdown viability, ATP luminescence, 48 h;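 further: potency means the concentration at half of the fitted maximal effect; 0% = DMSO wells and -100% = cell-free medium wells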
#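 Using the IDH1-knockdown HT-1080 line run in the same batch and compound series as the NT line, viability after 48 h at 37 °C was determined by CellTiter-Glo luminescence and expressed as % activity.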
# KB-3-1 cytotox – kills parental KB-3-1 adenocarcinoma cells. KB-3-1 viability, CellTiter-Glo ATP luminescence, 72 h. Potency, µM (titrated, usually from 46.1 µM), inactives show top-dose activity change, negative = cytotoxic, most hits filed as cytotoxic. 400,000 tested, 1.4% active. AID 1347075; further: potency means the concentration at half of the fitted maximal effect; on the % scale 0 is the no-effect control and ±100 the full control effect; nearly all actives have a fitted effect of over 60% in size
#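 Viability of parental KB-3-1 cells, measured by CellTiter-Glo luminescence, followed a 72 h incubation at 37 °C with pinned compounds in phenol-red-free DMEM containing 10% FBS.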
# GLP1R ag – activates the human GLP-1 receptor. P43220. HEK293 GLP-1R CRE-luciferase, luminescence, 4-6 h; cells express a hypersensitive GLP-1R form. Potency, µM (titrated, usually from 45.6 µM), inactives show top-dose activation, actives largely listed as activators. 380,000 tested, 0.007% active; further: potency means the concentration at half of the fitted maximal effect; % of control where 0% means no effect
# Target sequence (P43220 whole entry, looked up): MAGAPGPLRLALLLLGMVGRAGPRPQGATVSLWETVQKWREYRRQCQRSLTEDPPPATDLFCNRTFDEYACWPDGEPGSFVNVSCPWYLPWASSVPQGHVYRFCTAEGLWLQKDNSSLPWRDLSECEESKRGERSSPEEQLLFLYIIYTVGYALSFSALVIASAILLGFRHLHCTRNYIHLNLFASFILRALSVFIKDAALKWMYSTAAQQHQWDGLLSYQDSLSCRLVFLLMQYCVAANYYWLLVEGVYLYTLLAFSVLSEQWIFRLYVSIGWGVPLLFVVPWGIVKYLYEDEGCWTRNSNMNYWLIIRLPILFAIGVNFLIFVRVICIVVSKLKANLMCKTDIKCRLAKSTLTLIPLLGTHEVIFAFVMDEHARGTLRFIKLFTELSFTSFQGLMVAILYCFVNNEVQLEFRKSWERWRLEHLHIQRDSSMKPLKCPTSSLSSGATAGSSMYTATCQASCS
# * hit, by the source's call; u = inconclusive; x = no result given; [ ] = remark or other dose. Unless noted, the call rests on the fitted dose curve; in most records, active means well fitted curve in the direction sought with a large enough effect; inconclusive means small, poorly fitted or top-dose-only effect, or another doubt; inactive means no such curve, though single readings can be large; an effect the other way counts as inactive or inconclusive.
mol | DRD3 agonist | SW480 rerep | IL1B secr inh | KB-V1 cytotox | HT1080-NT tox | DRD3 antagonist | HT1080 IDH1KD tx | KB-3-1 cytotox | GLP1R ag
COCCNC(=O)CN(C(=O)c1ccc(N2CCCC2)nc1)c1ccc(Cl)cc1 | 4 | -4% | 23 | 0% | 1% | -17 | 1% | 7% | -3%
N#Cc1ccccc1NC(=O)CN1CCOCC1 | -1 | 2% | 21 | 0% | -1% | -2 | -2% | -2% | 0%
Cc1ccc(NC(=O)CSc2nc(N)cc(=O)[nH]2)cc1Cl | 5 | -3% | 17 | -12% | -8% | 11 | -5% | -1% | 5%
CCC(c1nnc(SCC(=O)Nc2ccc(C(=O)Nc3ccccc3OC)cc2)o1)N(C)C (centres undefined) | 6 | 1% | -15 | -4% | 9% | 2 | 14% | 18% | -12%
CCN(CC)C(=O)c1ccc(-c2nnc(Nc3ccc(C(=O)NC)cc3)c3ccccc23)cc1 | 0 | -3% | -25 | 14% | -6% | 14 | -5% | 11% | 11%
Cc1nc2c(c3c1[nH]c1ccccc13)C(=O)CC(C)(C)C2 | 4 | u | 19 | -16% | u | 3 | -28% | -7% | u
CCc1cc(=O)oc2cc(C)cc(OC(C)C(=O)NCc3ccccn3)c12 (centres undefined) | -1 | -2% | 8 | -11% | 1% | -8 | -7% | 14% | 10%
O=C1c2ccccc2C(=O)N1CCCCNc1ccccc1 | -2 | -5% | -16 | -20% | -11% | -26 | -1% | 0% | 6%
CCCN(CC(=O)Nc1cc(C)on1)S(=O)(=O)c1cccc(C(F)(F)F)c1 | 3 | 2%[1.84 µM] | 14 | -5% | 0% | -11 | -10% | 3% | -1%
CCN(CC)S(=O)(=O)c1ccc2oc(C(=O)O)c(C)c2c1 | -11 | -2% | 5 | -12% | -2% | u | -2%[9.24 µM] | 3% | 3%
CN(c1ccccc1)S(=O)(=O)c1ccc2[nH]c(=O)oc2c1 | -8 | 0% | 4 | -2% | 0% | 6 | -7% | 1% | 1%
OC[C@H]1OC(Nc2ccc(N=Nc3ccccc3)cc2)[C@@H](O)[C@@H](O)[C@@H]1O (some centres undefined) | -8 | -1% | -3 | 17% | 2% | -4 | -13% | 4% | 3%
O=C(CN1CCN(S(=O)(=O)c2ccccc2)CC1)Nc1ccccc1C(=O)NC1CC1 | -7 | -1% | -10 | 6.5µM* | 6% | -13 | 14% | 18% | 10%
COc1ccc([N+](=O)[O-])cc1N/C(=N/S(=O)(=O)c1ccccc1)c1ccccc1 | -4 | u | u | -1% | -2% | -6 | -6% | 2% | 14%
NC(=O)[C@@H]1CC2(CC(c3cccc(NC(=O)CC(c4ccccc4)c4ccccc4)c3)=NO2)CN1C(=O)COc1ccc(Cl)cc1 (some centres undefined) | 5 | 7%[9.22 µM] | u | 16% | -22% | 33 | -9% | u | 2%
CN(Cc1nc(-c2ccccn2)no1)S(=O)(=O)c1ccccc1 | 3 | -1% | 7 | 5% | 9% | -9 | 6% | 14% | 1%
Cc1ccc(C(=O)N/C(=C/c2ccco2)C(=O)NCCCn2ccnc2)cc1 | -10 | -17% | -6 | -9% | -1% | -6 | 0% | 1% | 0%
COc1ccc(CNC(=O)c2ccc(NC(=O)CC3SC(N4CCCC4)=NC3=O)cc2)cc1 (centres undefined) | 0 | 0% | 32 | 7% | 1% | 11 | 7% | u | 0%
CNC(=O)c1oc(-c2ccccc2)nc1C | -1 | -15% | 5 | 11% | 17% | 9 | 4% | 2% | 12%
O=C(C[C@H]1C/C=C\C[C@H](Cc2ccc(F)cc2)C(=O)OCCNC1=O)NCCO | 4 | -11% | 5 | u | 10% | 24 | 9% | 19% | -2%

# Reprinted at random: 4 records from the list.
mol | DRD3 agonist | SW480 rerep | IL1B secr inh | KB-V1 cytotox | HT1080-NT tox | DRD3 antagonist | HT1080 IDH1KD tx | KB-3-1 cytotox | GLP1R ag
O=C(CN1CCN(S(=O)(=O)c2ccccc2)CC1)Nc1ccccc1C(=O)NC1CC1 | -7 | -1% | -10 | 6.5µM* | 6% | -13 | 14% | 18% | 10%
CCN(CC)S(=O)(=O)c1ccc2oc(C(=O)O)c(C)c2c1 | -11 | -2% | 5 | -12% | -2% | u | -2%[9.24 µM] | 3% | 3%
CN(Cc1nc(-c2ccccn2)no1)S(=O)(=O)c1ccccc1 | 3 | -1% | 7 | 5% | 9% | -9 | 6% | 14% | 1%
COCCNC(=O)CN(C(=O)c1ccc(N2CCCC2)nc1)c1ccc(Cl)cc1 | 4 | -4% | 23 | 0% | 1% | -17 | 1% | 7% | -3%

# Next records follow.
# Short forms: A = DRD3 agonist; B = SW480 rerep; C = IL1B secr inh; D = KB-V1 cytotox; E = HT1080-NT tox; F = DRD3 antagonist; G = HT1080 IDH1KD tx; H = KB-3-1 cytotox; I = GLP1R ag
COc1cc(/C=C2/C(=N)N3C(=NC2=O)SN=C3S(C)(=O)=O)ccc1OC(=O)c1ccco1
  A: -3	B: -3%	C: 35	D: 15%	E: 4%	F: -8	G: -5%	H: 1%	I: -7%
Cc1ccc(N2C(=O)NC(NS(=O)(=O)c3ccc(Cl)cc3)(C(F)(F)F)C2=O)cc1C (centres undefined)
  A: 1	B: x	C: x	D: -4%	E: x	F: x	G: x	H: 1%	I: 0%
CCN(CC)CCCNc1ccc(-c2nnc(-c3ccc(OCC(C)C)cc3)o2)cn1
  A: -11	B: 21µM*	C: -51*	D: u	E: -8%	F: -21	G: u	H: 21µM*	I: -1%
CC(=O)Nc1sc2c(c1C(=O)N1CCOCC1)CCCCC2
  A: 1	B: 3%	C: 28	D: -8%	E: -4%	F: -3	G: -1%	H: -6%	I: 2%
CCOC(=O)N1CCN(CC(=O)Nc2cc3c(cc2C(C)=O)OCO3)CC1
  A: 5	B: 0%	C: 16	D: 13%	E: 5%	F: 1	G: 13%	H: 5%	I: -6%
COc1ccc(C2C(C(=O)Nc3cccnc3)=C(C)Nc3nc(-c4cccs4)nn32)cc1 (centres undefined)
  A: -3	B: -13%	C: 6	D: -12%	E: -4%	F: -12	G: 2%	H: 27%	I: 0%
COCCN1C[C@@H](CO)O[C@@H](n2cnc3c(NCCN(C)C)ncnc32)C1
  A: -5	B: x	C: 34	D: 0%	E: -4%	F: -7	G: 23%	H: -8%	I: -2%
COc1ccccc1C(CC(=O)O)NS(=O)(=O)c1ccc2c(c1)N(C(C)=O)CC(C)O2 (centres undefined)
  A: -7	B: -8%	C: -5	D: 6%	E: 3%	F: -2	G: 4%	H: 0%	I: -1%
CCC(C)(C)C1CCc2[nH]nc(C(=O)NN)c2C1 (centres undefined)
  A: -7	B: 8%	C: -18	D: -18%	E: -15%	F: -1	G: u	H: -7%	I: 0%
O=C(O)c1cccc(NC(=S)N/N=C/c2ccccc2OCc2ccc(Br)cc2)c1
  A: 2	B: 10%	C: 2	D: -1%	E: u	F: -10	G: u	H: 0%	I: 11%
CC(C)C(=O)N1CCN(c2ccccc2NC(=O)c2cccc(Cl)c2)CC1
  A: -2	B: 1%[9.22 µM]	C: u	D: -13%	E: -2%	F: 8	G: -1%	H: -14%	I: 6%
COC(=O)c1cc(-c2cccc(OC)c2)on1
  A: 1	B: 2%	C: 8	D: u	E: 18%	F: 3	G: 2%	H: 11%	I: 0%
Cn1c(SCC(=O)NCc2ccco2)nc2ccccc2c1=O
  A: 1	B: -3%	C: 41	D: -25%	E: -2%	F: -19	G: 12%	H: 12%	I: -7%
COc1ccc2oc(C(=O)NN3C(C)CCCC3C)c(C)c2c1 (centres undefined)
  A: -1	B: -1%	C: 30	D: -18%	E: 1%	F: 1	G: 8%	H: 2%	I: 3%
O=C(Cc1n[nH]c(=O)[nH]c1=O)N/N=C/c1cccc(Cl)c1
  A: 4	B: 5%	C: 2	D: 2%	E: 7%	F: -2	G: -3%	H: 15%	I: 1%
CCOC(=O)C(Cc1ccccc1)C(=O)NCc1cccnc1 (centres undefined)
  A: 1	B: 4%	C: -3	D: 2%	E: 6%	F: 12	G: 8%	H: -1%	I: -1%
CCOc1ccc(CCN2C(=O)C(=O)N([C@@H](Cc3ccc(O)cc3)CN3CCC[C@@H]3CN3C(=O)C(=O)NC[C@@H]3Cc3ccccc3)C[C@@H]2Cc2ccccc2)cc1
  A: -19	B: 5%	C: u	D: -1%	E: u	F: 0	G: u	H: 5%	I: -8%
COc1cccc(C(C)N(C)Cc2nc(-c3ccoc3)oc2C)c1 (centres undefined)
  A: -31	B: -27%	C: 2	D: -2%	E: 13%	F: u	G: 12%	H: -1%	I: 8%
COc1ccc(C(=O)NCC(=O)OCc2csc(-c3ccccc3)n2)cc1
  A: -5	B: 7%	C: 6	D: 13%	E: 7%	F: -3	G: 2%	H: 16%	I: 1%
Cc1ccc(S(=O)(=O)CCC(=O)Nc2nnc(-c3ccco3)o2)cc1
  A: -6	B: u	C: -14	D: 18%	E: 6%	F: -9	G: -1%	H: 19%	I: -15%
O=C1C2C3CCCC3=C3CCCC3C2C(=O)N1c1ccccc1 (centres undefined)
  A: 5	B: 1%[9.22 µM]	C: 0	D: -10%	E: 0%	F: 21	G: -1%	H: 3%	I: 2%

# 3 structures already listed, arranged by SMILES length, descending:
# Short forms: A = DRD3 agonist; B = SW480 rerep; C = IL1B secr inh; D = KB-V1 cytotox; E = HT1080-NT tox; F = DRD3 antagonist; G = HT1080 IDH1KD tx; H = KB-3-1 cytotox; I = GLP1R ag
COc1ccccc1C(CC(=O)O)NS(=O)(=O)c1ccc2c(c1)N(C(C)=O)CC(C)O2 (centres undefined)
  A: -7	B: -8%	C: -5	D: 6%	E: 3%	F: -2	G: 4%	H: 0%	I: -1%
CC(C)C(=O)N1CCN(c2ccccc2NC(=O)c2cccc(Cl)c2)CC1
  A: -2	B: 1%[9.22 µM]	C: u	D: -13%	E: -2%	F: 8	G: -1%	H: -14%	I: 6%
CC(=O)Nc1sc2c(c1C(=O)N1CCOCC1)CCCCC2
  A: 1	B: 3%	C: 28	D: -8%	E: -4%	F: -3	G: -1%	H: -6%	I: 2%
